KAT2A inh: GCN5L2 (KAT2A) acetyltransferase inhibition | Q92830 | GCN5L2 HAT assay, ThioGlo1 CoA-SH fluorescence | Potency, µM (series often up to 58.9 µM), for inactives: at the top dose activity change, negative = inhibition, usual class: inhibitors | 390,000 tested, 0.21% active | AID 504327
Target sequence (Q92830 whole entry, looked up): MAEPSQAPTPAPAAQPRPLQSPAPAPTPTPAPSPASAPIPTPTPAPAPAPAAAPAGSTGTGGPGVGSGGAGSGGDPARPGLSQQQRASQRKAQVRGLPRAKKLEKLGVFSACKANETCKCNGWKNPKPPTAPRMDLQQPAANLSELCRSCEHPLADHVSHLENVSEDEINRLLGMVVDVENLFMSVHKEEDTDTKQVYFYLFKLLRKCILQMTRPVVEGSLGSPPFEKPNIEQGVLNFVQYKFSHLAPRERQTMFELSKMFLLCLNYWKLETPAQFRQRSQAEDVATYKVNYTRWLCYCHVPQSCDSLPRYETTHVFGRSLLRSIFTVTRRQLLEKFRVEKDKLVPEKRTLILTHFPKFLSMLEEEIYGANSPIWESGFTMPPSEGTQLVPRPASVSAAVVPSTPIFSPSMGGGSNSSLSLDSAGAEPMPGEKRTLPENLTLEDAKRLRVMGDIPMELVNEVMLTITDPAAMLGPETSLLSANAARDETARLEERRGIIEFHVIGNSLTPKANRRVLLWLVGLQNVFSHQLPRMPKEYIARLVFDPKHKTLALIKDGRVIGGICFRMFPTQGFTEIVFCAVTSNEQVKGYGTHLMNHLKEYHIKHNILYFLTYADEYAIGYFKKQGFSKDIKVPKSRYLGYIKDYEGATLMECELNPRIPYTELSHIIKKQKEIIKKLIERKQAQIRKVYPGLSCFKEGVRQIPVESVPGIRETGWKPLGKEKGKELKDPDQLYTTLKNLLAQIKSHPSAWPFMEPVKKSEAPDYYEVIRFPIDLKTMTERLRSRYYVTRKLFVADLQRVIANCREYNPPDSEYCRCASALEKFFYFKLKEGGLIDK
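Titration-based screen in which CoA formation is detected via maleimide probe ThioGlo1 (50uM) turning fluorescent on thiol reaction; substrates H3(1-25) 75uM and acetyl-CoA 70uM, GCN5L2 20nM, 20 min incubation at room temperature.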
DT40 TDP1 no CPT: qHTS for Inhibitors of human tyrosyl-DNA phosphodiesterase 1 (TDP1): qHTS in cells in absence of CPT. DT40 Tdp1-/- hTDP1 cells, no CPT, ATP luminescence, 48 h. Potency, µM (highest dose often 46.2 µM), inactives show at the top dose activity change, negative = growth inhibition, most hits filed as inhibitors. 420,000 tested, 15% active. AID 686978, 2013; further: nearly all actives have a fitted effect of over 55% in size
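Stably hTDP1-transfected Tdp1-null chicken DT40 cells were treated with library compounds minus camptothecin and grown for at least 48 hr at 37 °C, after which cellular ATP was quantified by luminescence.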
TDP1 cell CPT: growth inhibition of DT40 Tdp1-/-;hTDP1 cells with camptothecin (screen for TDP1 inhibitors). AID 686979. Potency, µM (titrated, usually from 46.2 µM), for the others: at the top dose activity change, negative = growth inhibition, actives largely listed as inhibitors. chicken DT40 Tdp1-/-;hTDP1 cells + 20 nM CPT, ATP luminescence, 48 h. 420,000 tested, 12% active; further: nearly all actives have a fitted effect of over 55% in size
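Cell growth measured by CellTiter-Glo luminescence after a minimum 48 h, 37 C compound exposure with 20 nM CPT in Tdp1-knockout DT40 cells stably expressing hTDP1, seeded 400/well; qHTS titration format.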
* hit, by the source's call; u = inconclusive; x = no result given; & = joins results of further samples. The call rests on the fitted dose curve; in most records, active means well fitted curve in the direction sought with a large enough effect; inconclusive means small, poorly fitted or top-dose-only effect, or another doubt; inactive means no such curve, though single readings can be large; an effect the other way counts as inactive or inconclusive. On the % scale 0 is the no-effect control and ±100 the full control effect; potency means the concentration at half of the fitted maximal effect.

Results follow in this order: KAT2A inh, DT40 TDP1 no CPT, TDP1 cell CPT
> COc1ccc(Cn2ccc3nc(C)c(C(=O)N4CCN(c5cc(C)ccc5C)CC4)cc3c2=O)cc1
    -4%, 23µM*, 21µM*
> c1ccc(NCn2cncn2)nc1
    -5%, -8%, -17%
> CC(C)Cc1nn2c(=O)cc(COC(=O)c3ccccc3NC(=O)c3cccs3)nc2s1
    0%, u, -16%
> COc1ccc(-c2ccc([C@H]3[C@H]4C=CC[C@@H](C)[C@@H]4C(=O)N3Cc3ccccc3)c(F)c2)cc1C
    0%, 15µM*, 15µM*
> CCOc1ccc2nc(SCC(=O)NC3CCS(=O)(=O)C3)[nH]c2c1 (centres undefined)
    0%, 0%, 7%
> COc1ccc(C(=O)N2CCC3(CCN(CC(C)C)CC3)CC2)cc1
    -10%, -6%, -4%
> CC1=NN(C(=O)Cc2ccc(C)cc2)C(O)(c2cccnc2)C1 (centres undefined)
    2%, -18%, -21%
> CCCCC(=O)NS(=O)(=O)c1ccc(N=NN(CC)CC)cc1
    3%, -6%, -17%
> CCC(=O)Nc1ccc2c(c1)C(=O)N(C1CCCCC1)C2=O
    -1%, u, u
> CCc1cc(=O)oc2cc(C)c(CN3CCCCC3)c(O)c12
    -13%, -24%, -18%
> COc1ccc(OCCOC(=O)c2cc(S(=O)(=O)N3CCOCC3)c(Cl)cc2Cl)cc1
    -4%, u, u
> Cn1c(Cc2ccccc2)nnc1SCC(=O)Nc1ccc2c(c1)OCCO2
    -5%, 12%, 4%
> CCCc1cc(=O)[nH]c2nnc(SCC(=O)Nc3cccc(C)c3)n12
    1%, 25%, 0%
> Cc1cccc(C)c1NC(=O)CSc1nnc(Cn2nnc(-c3ccccc3)n2)n1-c1ccccc1
    -3%, u, u
> CNC(=S)N/N=C(\C)c1cccc([N+](=O)[O-])c1
    -2%, 2.9µM*, 1.3µM*
> CCOC(CCc1c(C)nc(NC(C)=O)[nH]c1=O)OCC
    14%, 0%, 4%
> O=C(/C=C/c1cccc(F)c1)NC1CCN(Cc2ccccc2)CC1
    2%, u, -13%
> COc1ccccc1NC(=O)CN1CC(=O)Nc2ccccc21
    -8%, 1%, 0%
> Cc1ccc(CNC(=O)CSc2nc3ccsc3c(=O)n2-c2ccc(Br)cc2)cc1
    -2%, u, u
> Cc1cc(C)n(CC(=O)NNC(=O)c2ccc(S(C)(=O)=O)cc2)n1
    1%, -4%, -5%
> Cn1c(N)c(C(=O)c2ccc(Cl)c(S(=O)(=O)N3CCCCCC3)c2)c(=O)n(C)c1=O
    -2%, -26%, u
> CCN(CC)S(=O)(=O)c1cc(NS(=O)(=O)c2c(Cl)cccc2Cl)ccc1C
    -2%, -10%, u
> Cc1c2cnn(CC(=O)NCCCN3CC(C)CC(C)C3)c(=O)c2c(C)n1Cc1ccccc1Cl (centres undefined)
    2%, u, u
> Cc1cccc(CN2CCc3nnc(C(C)NC(=O)C4CCOCC4)n3CC2)c1 (centres undefined)
    x, 0%, 14%
> CCC(C)N1CNc2c(c(=O)[nH]c(=S)n2-c2cccc(C)c2)C1 (centres undefined)
    -3%, 4%, 12%
> COc1ccc(CC(=O)NC(C)c2nnc(SCCOc3ccc(OC)cc3)n2C)cc1 (centres undefined)
    0%, -13%, u
> O=C(c1cncc(Br)c1)N1CCCc2ccccc21
    -1%, u, -23%
> CCCC(=O)Nc1nc(C)c(-c2csc(Nc3ccc(Cl)cc3)n2)s1
    -9%, u, 12µM*
> COc1ccccc1N1CCN(C(=O)Cc2cccs2)CC1
    -12%, -7%, 8%
> CC(=O)N1CCN(S(=O)(=O)c2cccc(C(=O)NCc3ccc(F)cc3)c2)CC1
    -1%, u, 6%
> OC(C1=CC(=Cc2ccncc2)c2ccccc21)c1ccncc1 (centres undefined)
    x, 16µM*, u
> O=C(c1ccccc1)N1CCc2cc(CNS(=O)(=O)c3ccc(Cl)s3)ccc21
    -17%, 16µM*, u
> CC(C)(C)OC(=O)N1CCC(c2c(C(=O)NCc3ccccn3)cnn2-c2ccccc2Cl)CC1
    2%, -29%, u
> CCCC(=O)Nc1c2c(nn1-c1ccc([N+](=O)[O-])cc1)CS(=O)(=O)C2
    4%, -7%, 1%
> CCNC(=O)C1(C)CCCN(C(=O)c2ccccc2Br)C1 (centres undefined)
    x, -1%, -3%
> CC(=O)c1ccc(NC(=O)N2CCCC(C(=O)c3ccc4c(c3)OCO4)C2)cc1 (centres undefined)
    -3%, -26%, u
> Cc1ccc(NC(=O)C2CCCN(c3cnccn3)C2)c(C)c1 (centres undefined)
    -5%&-2%, u, -1%&-18%
> CN(C(=O)COC(=O)c1cn(-c2ccccc2)nc1-c1ccccc1)C1CCS(=O)(=O)C1 (centres undefined)
    -10%, -4%, -17%
> COc1ccccc1CNC(=O)c1cc(C(C)C)nc2ccccc12
    -5%, u, u
> C/C(=N/Oc1nc(C)cc(C)n1)c1ccc(Br)cc1
    0%, u, -8%
> O=C(CC(C(=O)O)P(=O)(c1ccccc1)c1ccccc1)c1ccccc1 (centres undefined)
    u, 0%, -19%
> Cc1c(C(=O)NCCn2ccc3ccccc32)cccc1[N+](=O)[O-]
    -6%, u, -30%
> Cc1[nH]nc2nc(SCC(=O)NCCC3=CCCCC3)n(-c3ccc(Br)cc3)c(=N)c12
    -8%, 8.2µM*, 12µM*
> O=C(NNC(=O)c1cc(Cl)ccc1O)c1cccc(S(=O)(=O)N2CCOCC2)c1
    2%, u, u
> O=C1/C(=C/c2ccco2)SC(=S)N1CC1CCCO1 (centres undefined)
    1%, -6%, 3%

Arranged by SMILES length (lowest first): some entries from above.
Results follow in this order: KAT2A inh, DT40 TDP1 no CPT, TDP1 cell CPT
> O=C1/C(=C/c2ccco2)SC(=S)N1CC1CCCO1 (centres undefined)
    1%, -6%, 3%
> C/C(=N/Oc1nc(C)cc(C)n1)c1ccc(Br)cc1
    0%, u, -8%
> CCNC(=O)C1(C)CCCN(C(=O)c2ccccc2Br)C1 (centres undefined)
    x, -1%, -3%
> OC(C1=CC(=Cc2ccncc2)c2ccccc21)c1ccncc1 (centres undefined)
    x, 16µM*, u
> Cc1c(C(=O)NCCn2ccc3ccccc32)cccc1[N+](=O)[O-]
    -6%, u, -30%
> O=C(CC(C(=O)O)P(=O)(c1ccccc1)c1ccccc1)c1ccccc1 (centres undefined)
    u, 0%, -19%
> O=C(c1ccccc1)N1CCc2cc(CNS(=O)(=O)c3ccc(Cl)s3)ccc21
    -17%, 16µM*, u
> O=C(NNC(=O)c1cc(Cl)ccc1O)c1cccc(S(=O)(=O)N2CCOCC2)c1
    2%, u, u
> CC(=O)N1CCN(S(=O)(=O)c2cccc(C(=O)NCc3ccc(F)cc3)c2)CC1
    -1%, u, 6%
> CCCC(=O)Nc1c2c(nn1-c1ccc([N+](=O)[O-])cc1)CS(=O)(=O)C2
    4%, -7%, 1%
> Cc1[nH]nc2nc(SCC(=O)NCCC3=CCCCC3)n(-c3ccc(Br)cc3)c(=N)c12
    -8%, 8.2µM*, 12µM*
> CN(C(=O)COC(=O)c1cn(-c2ccccc2)nc1-c1ccccc1)C1CCS(=O)(=O)C1 (centres undefined)
    -10%, -4%, -17%
> CC(C)(C)OC(=O)N1CCC(c2c(C(=O)NCc3ccccn3)cnn2-c2ccccc2Cl)CC1
    2%, -29%, u

Next section:
Results follow in this order: KAT2A inh, DT40 TDP1 no CPT, TDP1 cell CPT
> c1ccc2nc(-c3cc4ccccc4s3)ccc2c1
    x, -26%, -29%
> CC1=C(C)CC(C(=O)NNC(=O)c2cccc(Cl)c2)C(C(=O)O)C1 (centres undefined)
    0%, u, -12%
> CCOCCCNC(=S)N1CCN(Cc2ccco2)CC1
    -7%, -1%, 4%
> C=CCn1c(SCC(=O)NCC2CCCO2)nc2scc(-c3ccc(OC)cc3)c2c1=O (centres undefined)
    1%, u, u
> O=C(CCSCCc1ccccn1)Nc1cc(F)ccc1F
    -2%&3%, -4%&-3%, 6%&6%
> COc1cc(C(=O)NCCCCc2ccccc2)cc(OC)c1OC
    -7%, 5.8µM*, u
> COc1ccc(-n2c(C)cc(C(=O)Cn3nnc4ccccc4c3=O)c2C)cc1
    -8%, 21µM*, 21µM*
> CCCCOc1ccc(N(CC(=O)NC(C)(C)CC)C(=O)CCC(=O)Nc2ccccn2)cc1
    -5%, u, u
> CCOC(=O)C1CCN(C(=O)c2cccc(S(=O)(=O)NCc3ccccc3)c2)CC1
    -6%, u, -25%
> Cc1ccc(OCc2cc(=O)n3c(-c4ccccc4)csc3n2)cc1
    -23%, -2%, -11%
> CN(c1ccccc1)S(=O)(=O)c1cc(C(=O)Nc2nc3ccccc3[nH]2)ccc1Cl
    -15%, u, u
> CC(=O)NCCc1cnc[nH]1
    1%, -19%, 3%
> CCc1cc2c(NCc3ccccc3)nc(C)nc2s1
    -15%, 8.2µM*, 16µM*
> CCC(C(=O)NC1CC(C)(C)NC(C)(C)C1)c1ccccc1 (centres undefined)
    -3%, -13%, -9%
> CCSc1nc2sc3c(c2c(=O)n1-c1ccc(C)cc1)CCN(C)C3
    -4%, 7.3µM*, u
> Cc1c(F)cccc1NS(=O)(=O)c1ccc2c(c1)c(=O)n(C)c(=O)n2C
    -6%, 15µM*, u
> O=C(O)c1c[nH]c2c(C(F)(F)F)cccc2c1=O
    1%, -9%, -24%
> CSCCC(NC(=O)c1ccco1)C(=O)N1CC(C)OC(C)C1 (centres undefined)
    -3%, 2%, -8%
> ONC(=Nc1ccc(Cl)cc1)c1ccccc1Cl
    -2%, u, -28%
> COC(=O)c1c(-c2ccc(OC)cc2)oc2ccccc12
    4%, -16%, -14%
> CCCCN(C(=O)c1cccc(S(=O)(=O)N2CCN(C)CC2)c1)c1c(N)n(CCCC)c(=O)[nH]c1=O
    -6%, 6%, -21%
> Cn1cc(-c2nc3cncnc3n(Cc3ccc(F)cc3)c2=O)c2ccccc21
    -26%, -3%, u
> CC[C@H](C)[C@H]1CNC(=S)N1CC1CCN(CCC23CC4CC(CC(C4)C2)C3)CC1
    x, 16µM*, u
> O=C(c1ccc(=O)[nH]c1)N(c1ccccc1)C(CCc1ccccc1)c1nc2ccccc2[nH]1 (centres undefined)
    x, u, -27%
> CC(=O)c1cccc(NC(=O)C2Cc3c(-c4ccco4)ccnc3O2)c1 (centres undefined)
    x, 16µM*, u
> COc1ccc(CCNC(=O)CN2CCC(C(N)=O)CC2)cc1
    0%, -8%, -23%
> Cc1ccc(NC(=O)CSc2nnc3ccc(-c4cccnc4)nn23)cc1
    1%, -26%, 15%
> CCC(Sc1nc2ccccc2s1)C(=O)Nc1cc(C)on1 (centres undefined)
    -2%, u, -29%
> CCCCNC(=O)CCCCCn1c(=O)[nH]c2cc(OC)c(OC)cc2c1=O
    4%, 5%, -10%
> Cc1c(Cl)c([N+](=O)[O-])nn1CCCC(=O)Nc1cccc(O)c1
    -9%, -2%, 16%
> COc1ccc(CCNC(=O)CCCn2c(SCC(N)=O)nc3cc4c(cc3c2=O)OCO4)cc1OC
    -1%&-8%, -14%, 4%
> Cc1ccc(NC(=O)Nc2cc(Cl)ccc2C2COC(=O)C2=N)cc1 (centres undefined)
    -10%, -14%, -11%
> Cc1cc(C(=O)Cn2cncn2)c(C)n1CCc1ccc(F)cc1
    -6%, u, u
> Cc1ccc(-c2ccc(CCC(=O)O)n2NC(=O)c2ccco2)cc1
    -5%, -23%, -13%
> O=C(NC1CC1)C1CCN(C2CCN(C(=O)CSc3ccccc3)CC2)CC1
    -1%, -2%, -23%
> COc1ccc(NC(=O)N2CC3(CCN(C(=O)c4cccc(F)c4)CC3)C2)cc1
    12%, -8%, 1%
> O=C1C2C3C=CC(C3)C2C(=O)N1c1cccc2ccccc12 (centres undefined)
    -7%, 17%, 5%
> O=C(N/N=C/c1ccc(N2CCOCC2)o1)c1cccc(F)c1
    -11%, u, -21%
> Cc1ccccc1N1CC(C(=O)O)CC1=O (centres undefined)
    -4%, -9%, -6%
> CCOP(=O)(OCC)C(Nc1ccc(F)cc1)c1ccccc1 (centres undefined)
    -1%, -30%, -3%
> Cc1ccc(NC(=O)CSc2nnc(-c3ccco3)o2)cc1
    -4%, -10%, -3%
> C=CCNC(=O)/C(C#N)=C/c1c(N2CC(C)OC(C)C2)nc2ccccn2c1=O (centres undefined)
    -8%, -16%, 1%
> ClCCn1cnc2c(SCc3ccccc3Cl)ncnc21
    x, 0.82µM*, u

Not all compounds are listed; rates above refer to the full screens.
